D1 allo mod = allosteric modulators of human D1 dopamine receptor; 58,000 compounds, 5.9% hits; B-score at 10 µM; AID 641; HEK293 D1, CRE-luciferase, dopamine EC30 potentiation; actives deviate in either direction; P21728;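 active = luminescence count or its row- and column-corrected plate score outside the 99.7% band of the plate's sample wells, on either side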
TNAP act DEA = activators of human TNAP at intermediate phosphate acceptor; 64,000 tested, under 10 active; AID 813; purified TNAP, CDP-star luminescence, 100 mM DEA, 30 min; hits give high values; scale: 0 levamisole-inhibited, 1 vehicle-only enzyme; P05186; activation factor at 20 µM;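 active = activation factor of at least 2 at 20 µM, relative to controls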
Target sequence (P05186 whole entry, looked up): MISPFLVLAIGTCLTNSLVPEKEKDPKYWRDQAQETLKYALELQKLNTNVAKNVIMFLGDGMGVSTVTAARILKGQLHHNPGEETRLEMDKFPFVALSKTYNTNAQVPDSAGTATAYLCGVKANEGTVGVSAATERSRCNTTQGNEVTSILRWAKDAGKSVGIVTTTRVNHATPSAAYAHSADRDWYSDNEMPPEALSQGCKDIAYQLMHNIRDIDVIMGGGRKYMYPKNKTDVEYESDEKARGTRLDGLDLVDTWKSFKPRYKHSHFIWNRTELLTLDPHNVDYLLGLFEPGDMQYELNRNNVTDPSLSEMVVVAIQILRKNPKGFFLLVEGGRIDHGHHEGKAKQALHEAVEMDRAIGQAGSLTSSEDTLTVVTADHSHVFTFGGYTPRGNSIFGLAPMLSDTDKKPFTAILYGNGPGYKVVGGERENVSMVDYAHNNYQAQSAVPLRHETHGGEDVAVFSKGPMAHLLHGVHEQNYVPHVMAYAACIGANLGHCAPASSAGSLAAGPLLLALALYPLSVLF
Her2 expr inh = Her2 kinase expression inhibition; P04626; SKBR-3 HER2 protein level, AlphaScreen, 18-24 h; hits give low values; HER2 level % of control, % at 10 µM; 65,000 compounds, 0.69% hits; AID 645;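 active = HER2 level under 5% of the carrier-only control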;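 note: 100% = DMSO carrier and 0% = 500 nM PU-H71 HSP90 inhibitor; lower value means stronger loss of Her2 protein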
Hsp90 inh = displaces geldanamycin probe from tumor Hsp90; P07900; NCI-N417 lysate Hsp90, Cy3B-geldanamycin FP displacement; inhibition, % at 30 µM; 64,000 compounds, 0.35% hits;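 active = inhibition above 50%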;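 note: 0% = tracer plus lysate wells and 100% = tracer alone without lysate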
Cdc25B inh = inhibitors of human Cdc25B phosphatase. P30305. 65,000 compounds, 0.1% hits. inhibition, %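 (compounds tested at 10 µM final in the well)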. recombinant Cdc25B, OMFP fluorescence Ex485/Em525; in the data active = inhibition above about 50%
FXIIa inh mix = factor XIIa (human) inhibition, mixture screen | inhibition, % at 5 µM | 62,000 compounds, 0.2% hits | purified FXIIa, fluorogenic substrate, pooled mixtures | AID 684; in the data active = inhibition above about 20%, passing the limit was not always enough;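 note: 0% = enzyme without compound and 100% = no enzyme blank; some results filed as inactive read as strong as hits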
RORA act = activates the human nuclear receptor RORA; P35398; activation, % at 10 µM; 65,000 compounds, 1.5% hits; CHO-K1 Gal4-RORA LBD luciferase reporter, luminescence; percent increase over mock-subtracted basal signal;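 active = activation above the mean of all tested compounds plus 3 SD, cut at about 49% in these data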;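 note: 0% = DMSO-treated RORA cells and 100% = added signal equal to DMSO minus mock-transfected cells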
MKP-1 inh = inhibitors of human MKP-1 phosphatase; P28562; recombinant MKP-1, OMFP hydrolysis fluorescence; inhibition, %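 (compounds tested at a single concentration somewhere between 10 and 100 µM)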; 65,000 compounds, 0.15% hits; AID 374;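 active = inhibition above about 50%, limit read from the data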;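 note: 0% = DMSO max control wells and 100% = wells with enzyme stopped by NaOH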
SF1 activator = SF-1 (human) activation | Q13285 | CHO-K1 Gal4-SF-1 LBD luciferase reporter; % increase over DMSO SF-1-specific signal | activation, % at 10 µM | 65,000 compounds, 1.9% hits | AID 522;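 active = activation above the mean activation of all tested compounds plus 3 SD, cut at about 50% in these data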
Target sequence (Q13285 whole entry, looked up, the tested form may be a part): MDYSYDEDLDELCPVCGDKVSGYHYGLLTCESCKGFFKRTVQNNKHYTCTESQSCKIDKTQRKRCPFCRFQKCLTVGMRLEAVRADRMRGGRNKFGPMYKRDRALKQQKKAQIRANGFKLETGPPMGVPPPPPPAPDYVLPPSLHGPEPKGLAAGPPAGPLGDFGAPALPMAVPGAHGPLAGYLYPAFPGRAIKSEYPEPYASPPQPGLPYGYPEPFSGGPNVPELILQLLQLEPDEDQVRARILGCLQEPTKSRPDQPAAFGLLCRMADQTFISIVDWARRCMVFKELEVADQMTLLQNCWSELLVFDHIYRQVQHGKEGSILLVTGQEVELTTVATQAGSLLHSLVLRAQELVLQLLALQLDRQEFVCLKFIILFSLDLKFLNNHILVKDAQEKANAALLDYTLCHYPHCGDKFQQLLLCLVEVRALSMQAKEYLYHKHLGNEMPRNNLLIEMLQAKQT
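Material: CHO-K1 cells with Gal4–hSF-1 LBD chimera plus Gal4-driven luciferase / Input: 4,000 CHO-K1 cells per well / Incubation: compound exposure 20 h at 37 °C / Signal: luminescence read 15 min after SteadyLite luciferase reagent, after room-temperature equilibration / Read-out: percent activation versus DMSO / Benchmarks: DMSO negative control and −SF1 background wells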
Numbers without * were called inactive; . = not tested or not shown. Random draw from the library (roughly 8.9% active in at least one column).

The first 18 compounds, to show the layout:
#	SMILES	D1 allo mod	TNAP act DEA	Her2 expr inh	Hsp90 inh	Cdc25B inh	FXIIa inh mix	RORA act	MKP-1 inh	SF1 activator
1	COc1ccc(N2C(=O)C3CCCN3C2c2ccccc2Cl)cc1 (configuration not stated)	-0.24	1	66	-3	-9	-19	0	-1	1
2	C=CCC(CC=C)(C(=O)O)c1ccccc1	-0.078	0.9	69	0	-7	-18	-7	0	-14
3	COc1ccc(CC(=O)NCc2ccccn2)cc1OC	.	0.9	63	-4	6	-1	1	-13	-2
4	O=C(NCC(c1cccnc1)N1CCN(c2ccccc2)CC1)OCc1ccccc1 (configuration not stated)	-0.33	.	80	-1	1	.	-13	-7	13
5	Cc1cc(C(=O)N2CCN(S(C)(=O)=O)CC2)sc1-c1ccccc1	-0.42	0.9	115	.	1	-9	-19	-5	-9
6	Cc1cc(N/C(=N\S(=O)(=O)c2ccc(Cl)cc2)c2ccc(F)cc2)no1	1.9	1	103	-2	-9	7	-13	11	-6
7	O=C(Nc1nc(-c2cccs2)c(-c2ccccc2)s1)c1ccco1	.	0.8	105	-3	-4	6	-20	19	-2
8	CCOc1cccc(OCCCCN2CCOCC2)c1	.	1	88	-3	-2	12	-15	12	-1
9	Cc1ccc(S(=O)(=O)N(CC(=O)NCc2ccncc2)C2CCCCC2)cc1	0.88	1	101	4	1	5	-16	-1	9
10	Nc1c(NCc2ccccc2)c2ccccc2oc1=O	1	0.9	59	8	-1	3	-3	-3	-10
11	CCSc1ccc2nnc(-c3ccc(F)cc3)n2n1	-0.4	0.9	65	0	-8	0	20	12	2
12	O=C1NCC(COCc2ccco2)O1 (configuration not stated)	0.052	0.8	97	-7	-1	3	9	-11	4
13	O=C(Nc1ccc2c(c1)nc1n2CCOC1)c1ccccc1	-0.5	1	80	-3	0	7	4	-10	33
14	O=C(Nc1ccc2c(c1)OCO2)c1cccc(S(=O)(=O)N2CCCC2)c1	-0.29	0.9	97	1	-6	4	33	0	35
15	Cc1csc2nc(CNS(=O)(=O)N(C)C)cn12	0.19	0.9	68	-2	-15	-1	-17	4	6
16	O=C(O)CSc1nnc(-c2ccc(S(=O)(=O)N3CCCC3)cc2)n1Cc1ccco1	-4.1*	0.9	124	-3	-1	-6	-1	4	-14
17	O=C(NCc1ccco1)C1CCCN(S(=O)(=O)c2cccc3nonc23)C1 (configuration not stated)	.	1	45	-18	-6	7	-11	6	0
18	O=C(CC1SC(=NC2CCCCC2)NC1=O)Nc1ccccc1 (configuration not stated)	2.6*	1	95	-10	2	.	-21	7	12

Main list, repeating the preview:
#	SMILES	D1 allo mod	TNAP act DEA	Her2 expr inh	Hsp90 inh	Cdc25B inh	FXIIa inh mix	RORA act	MKP-1 inh	SF1 activator
1	COc1ccc(N2C(=O)C3CCCN3C2c2ccccc2Cl)cc1 (configuration not stated)	-0.24	1	66	-3	-9	-19	0	-1	1
2	C=CCC(CC=C)(C(=O)O)c1ccccc1	-0.078	0.9	69	0	-7	-18	-7	0	-14
3	COc1ccc(CC(=O)NCc2ccccn2)cc1OC	.	0.9	63	-4	6	-1	1	-13	-2
4	O=C(NCC(c1cccnc1)N1CCN(c2ccccc2)CC1)OCc1ccccc1 (configuration not stated)	-0.33	.	80	-1	1	.	-13	-7	13
5	Cc1cc(C(=O)N2CCN(S(C)(=O)=O)CC2)sc1-c1ccccc1	-0.42	0.9	115	.	1	-9	-19	-5	-9
6	Cc1cc(N/C(=N\S(=O)(=O)c2ccc(Cl)cc2)c2ccc(F)cc2)no1	1.9	1	103	-2	-9	7	-13	11	-6
7	O=C(Nc1nc(-c2cccs2)c(-c2ccccc2)s1)c1ccco1	.	0.8	105	-3	-4	6	-20	19	-2
8	CCOc1cccc(OCCCCN2CCOCC2)c1	.	1	88	-3	-2	12	-15	12	-1
9	Cc1ccc(S(=O)(=O)N(CC(=O)NCc2ccncc2)C2CCCCC2)cc1	0.88	1	101	4	1	5	-16	-1	9
10	Nc1c(NCc2ccccc2)c2ccccc2oc1=O	1	0.9	59	8	-1	3	-3	-3	-10
11	CCSc1ccc2nnc(-c3ccc(F)cc3)n2n1	-0.4	0.9	65	0	-8	0	20	12	2
12	O=C1NCC(COCc2ccco2)O1 (configuration not stated)	0.052	0.8	97	-7	-1	3	9	-11	4
13	O=C(Nc1ccc2c(c1)nc1n2CCOC1)c1ccccc1	-0.5	1	80	-3	0	7	4	-10	33
14	O=C(Nc1ccc2c(c1)OCO2)c1cccc(S(=O)(=O)N2CCCC2)c1	-0.29	0.9	97	1	-6	4	33	0	35
15	Cc1csc2nc(CNS(=O)(=O)N(C)C)cn12	0.19	0.9	68	-2	-15	-1	-17	4	6
16	O=C(O)CSc1nnc(-c2ccc(S(=O)(=O)N3CCCC3)cc2)n1Cc1ccco1	-4.1*	0.9	124	-3	-1	-6	-1	4	-14
17	O=C(NCc1ccco1)C1CCCN(S(=O)(=O)c2cccc3nonc23)C1 (configuration not stated)	.	1	45	-18	-6	7	-11	6	0
18	O=C(CC1SC(=NC2CCCCC2)NC1=O)Nc1ccccc1 (configuration not stated)	2.6*	1	95	-10	2	.	-21	7	12
19	Cc1ccc(C)n1NC(=O)c1cccs1	0.75	0.9	94	-4	1	-17	47	7	23
20	CCCOc1ccc(N2C(=O)CC(N3CCOCC3)C2=O)cc1 (configuration not stated)	-0.27	1.1	107	0	-3	1	0	6	-1
21	CCOCCn1c(COc2ccccc2)nc2ccccc21	.	0.9	86	0	-11	3	-9	5	3
22	O=C(CSc1nc2ccccc2[nH]1)NC(=O)NCc1ccco1	.	1	114	-4	-4	2	-5	1	7
23	Cc1ccc(-n2c(Cn3cnc4ccccc43)nnc2SCC(=O)O)cc1	1	0.8	82	4	5	9	4	-11	-5
24	Cn1c2c(c(=O)n(C)c1=O)C(c1ccc(O)cc1)Nc1ccccc1O2 (configuration not stated)	1.2	1	80	0	4	3	-2	-14	-1
25	COc1cc(C)c(C)cc1S(=O)(=O)N1CCN(Cc2ccccc2)CC1	1.8	1	80	-4	-15	1	9	8	-14
26	CCOC(=O)C1=C(C)NC(SCC(N)=O)=C(C#N)C1c1ccncc1 (configuration not stated)	-0.65	0.9	88	-2	-6	2	-11	-14	-10
27	COc1cc(C(c2sc3nc(C)nn3c2O)N2CCN(c3ccccc3)CC2)cc(OC)c1OC (configuration not stated)	0.044	1	70	3	-1	8	-14	8	0
28	COC(=O)c1ccc2c(=O)n(CC3CCCO3)c(=S)[nH]c2c1 (configuration not stated)	-0.13	0.9	80	-7	-9	4	6	-2	-13
29	CC(=O)Nc1c2c(nn1-c1ccc(C)cc1C)CSC2	-1.4	0.8	79	2	-5	4	-4	-4	10
30	O=C(O)c1cccc(NC(=O)c2cccc(NC(=O)C3CCCO3)c2)c1 (configuration not stated)	-3.3	0.8	103	-2	-13	-20	-32	-2	-28

#	SMILES	D1 allo mod	TNAP act DEA	Her2 expr inh	Hsp90 inh	Cdc25B inh	FXIIa inh mix	RORA act	MKP-1 inh	SF1 activator
31	CCOC(=O)CNC(=O)C(Cc1ccccc1)NS(=O)(=O)c1ccc2c(c1)CCC(=O)N2 (configuration not stated)	-0.031	0.8	85	0	-6	9	-13	6	-3
32	Cc1sc2nc3c(C(=O)N4CCN(c5ncccn5)CC4)cccn3c(=O)c2c1C	-0.74	1	123	-1	-3	11	-10	8	-5
33	CC(C)C(C(=O)NCc1ccco1)N(C(=O)CNS(=O)(=O)c1ccccc1)C1CCCC1 (configuration not stated)	0.26	1	84	-3	-1	-2	4	-7	-5
34	CCCCCc1ccc(CC(=O)O)cc1	0.43	0.9	85	-2	-2	4	13	3	-3
35	Cc1cccc(NC(=O)C2CCCN2C(=O)OCC(C)C)c1 (configuration not stated)	-0.3	1	118	1	-6	-1	1	11	7
36	Cc1c(C(=O)N2CCCCCC2)oc2ccccc12	-0.039	1.1	112	-17	-1	15	-5	-1	-3
37	CC(CCc1ccccc1)NC(=O)C1CCN(S(=O)(=O)N2CCCCC2)CC1 (configuration not stated)	0.8	1	91	0	-2	5	-3	19	18
38	O=C1CN(C(=O)c2ccccc2)c2ccccc2N1	0.33	0.9	93	-2	2	-2	-7	-9	1
39	CCOC(=O)N1CCC(Nc2ncnc3c2cnn3-c2ccc(Cl)cc2)CC1	-0.9	0.9	82	-4	-11	6	-13	0	15
40	COc1ccccc1N(CC(=O)NCc1ccccc1)S(C)(=O)=O	-0.0011	0.8	126	2	1	-15	16	-18	-2
41	COc1cc(C(=O)N2CCN(S(=O)(=O)c3ccc(C)cc3)CC2)ccc1OCc1c(C)noc1C	-0.12	0.9	90	-3	-22	1	3	30	13
42	CC(NS(=O)(=O)c1ccccc1)C(c1cccs1)N1CCN(c2ccccc2)CC1 (configuration not stated)	-0.11	0.9	122	-2	-7	3	-4	1	-7
43	COC(=O)[C@H](CCSC)NC(=O)NCc1ccc(S(N)(=O)=O)cc1	-0.067	0.8	107	-2	-7	-1	-10	-29	-6
44	N#CCSc1nnc(-c2ccc(S(=O)(=O)N3CCOCC3)cc2)n1CC1CCCO1 (configuration not stated)	-1.3	0.9	91	0	8	1	-19	-6	6
45	N#Cc1nc(-c2cccs2)oc1NCc1ccc(Cl)cc1	8.3*	0.8	81	2	2	4	36	-2	-15
46	COCCNC(=O)CSc1nc2ccccc2c2nc(C)nn12	0.5	0.9	93	1	-8	-1	4	-3	-9
47	Cc1c(C(=O)NCc2cccnc2)sc2nc(-c3ccc(F)cc3)cn12	-5.8*	0.9	89	-2	0	-10	44	9	-1
48	CCOc1ccc(N2C(=O)CC(NCc3ccc(F)cc3)C2=O)cc1 (configuration not stated)	-0.36	0.9	133	-1	-4	-4	2	-6	-7
49	O=C(Nc1ccccc1Cl)N1CCN(c2ccccn2)CC1	.	0.9	109	-5	1	-16	0	4	-11
50	NS(=O)(=O)c1ccc(-c2ccc(C=NC3CCS(=O)(=O)C3)o2)cc1 (configuration not stated)	.	0.9	107	-5	2	.	-4	-17	-1
51	c1ccc(-c2csc(Nc3cccnc3)n2)nc1	0.58	1	38	-9	-9	-1	24	9	57*

Records listed so far that bear a hit mark in SF1 activator:
cpd | Molecule | D1 allo mod | TNAP act DEA | Her2 expr inh | Cdc25B inh | FXIIa inh mix | MKP-1 inh | SF1 activator
51 | c1ccc(-c2csc(Nc3cccnc3)n2)nc1 | 0.58 | 1 | 38 | -9 | -1 | 9 | 57*
